# SENP1 inh – human SENP1 catalytic domain inhibitors, primary screen, biochemical, FRET, uHTS | Sentrin-specific protease 1 (Homo sapiens), Q9P0U3 | recombinant SENP1 catalytic domain, CyPet-SUMO1-YPet FRET cleavage | inhibition, % at 10 µM | 360,000 compounds, 0.21% hits | AID 624204, 2012;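 active means inhibition at least 30% at 10 µM, raw YFP signal under a set limit, fluorescence ratio 0.5 to 1.5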;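 further: 0% = enzyme with DMSO and 100% = no enzyme wells; some results filed as inactive read as strong as hits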
# Target sequence (Q9P0U3 419-644 limits assumed): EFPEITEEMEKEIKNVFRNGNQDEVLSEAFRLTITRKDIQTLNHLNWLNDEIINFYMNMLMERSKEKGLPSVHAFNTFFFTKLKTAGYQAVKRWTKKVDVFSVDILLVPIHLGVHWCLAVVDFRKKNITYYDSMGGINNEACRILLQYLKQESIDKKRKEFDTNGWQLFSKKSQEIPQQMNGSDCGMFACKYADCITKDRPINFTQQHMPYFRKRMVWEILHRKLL
#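 Compound: 10 µM single point, 0.5% DMSO; Test system: hSENP1 catalytic domain, recombinant; Timing: 50 min reaction at room temperature; Technique: FRET, CFP and YFP emission; Control set: no-enzyme wells low, DMSO-plus-enzyme wells high control.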
# beta cell repl – inducers of MIN6 beta-cell proliferation, primary screen, ATP luminescence, uHTS; proliferation, % at 10 µM; 330,000 compounds, 0.29% hits; MIN6 cells proliferation, ATPlite luminescence, 48 h; cells starved in 0.2% serum; 100% = growth in 10% serum;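 active means compounds whose signal lies at least 3.5 SD above the mean of all wells on their plate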;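 further: 0% = DMSO-treated cells in low-serum medium and 100% = 10% serum control; some compounds called inactive have numbers as strong as hits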
# UBC13 inh – UBC13 polyubiquitin chain formation inhibitors, primary screen, biochemical, TR-FRET, uHTS | 330,000 compounds, 0.47% hits | inhibition, % at 20 µM; in the data active means inhibition above about 45%, passing the limit was not always enough
# Target sequence (P61088 whole entry, looked up): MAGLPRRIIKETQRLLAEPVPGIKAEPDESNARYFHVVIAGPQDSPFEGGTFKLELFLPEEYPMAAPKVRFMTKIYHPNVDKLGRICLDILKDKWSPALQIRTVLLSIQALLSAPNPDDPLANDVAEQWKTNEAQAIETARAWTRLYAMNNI
# PfGluPho inh – PfG6PD enzyme inhibitors, primary screen, biochemical, fluorescence intensity, uHTS; AID 504690, 2011; 350,000 compounds, 0.78% hits; PfGluPho enzyme, NADPH resazurin-diaphorase fluorescence; glucose-6-phosphate dehydrogenase-6-phosphogluconolactonase (Plasmodium falciparum 3D7); inhibition, % at 20 µM;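 active means inhibition reaching at least a set limit at 20 µM in the primary screen, cut at about 59% in these data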;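 further: 0% = DMSO wells with substrate and 100% = DMSO wells lacking glucose-6-phosphate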
# SENP7 block – SENP7 protease inhibitors, primary screen, biochemical, luminescence, uHTS; recombinant SENP7, Z-RLRGG-aminoluciferin luminescence, 40 min; inhibition, % at 5 µM; AID 434973, 2010; Sentrin-specific protease 7 (Homo sapiens), Q9BQF6; 330,000 compounds, 1.5% hits;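 active means inhibition above about 50% at the single test dose, limit read from the data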;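 further: plate controls were DMSO with enzyme for no effect and no enzyme buffer wells for full effect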
# Target sequence (Q9BQF6 706-1050 limits assumed): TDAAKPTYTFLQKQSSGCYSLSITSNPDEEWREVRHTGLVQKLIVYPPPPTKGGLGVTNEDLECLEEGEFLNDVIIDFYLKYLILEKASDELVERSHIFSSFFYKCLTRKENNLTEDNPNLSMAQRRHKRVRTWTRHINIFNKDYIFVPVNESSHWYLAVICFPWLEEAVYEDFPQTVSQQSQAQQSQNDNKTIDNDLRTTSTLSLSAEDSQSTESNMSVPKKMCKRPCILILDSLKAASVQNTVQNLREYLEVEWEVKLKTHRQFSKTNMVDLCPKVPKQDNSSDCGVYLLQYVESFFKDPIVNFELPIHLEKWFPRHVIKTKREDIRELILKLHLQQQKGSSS
# SENP8 block-1 – SENP8 protease inhibitors, primary screen, biochemical, luminescence; purified SENP8, Z-RLRGG-aminoluciferin cleavage; inhibition, % at 10 µM; 330,000 compounds, 1.2% hits; AID 2540, 2010; in the data active means inhibition above about 50%
# Target sequence (Q96LD8 whole entry, looked up): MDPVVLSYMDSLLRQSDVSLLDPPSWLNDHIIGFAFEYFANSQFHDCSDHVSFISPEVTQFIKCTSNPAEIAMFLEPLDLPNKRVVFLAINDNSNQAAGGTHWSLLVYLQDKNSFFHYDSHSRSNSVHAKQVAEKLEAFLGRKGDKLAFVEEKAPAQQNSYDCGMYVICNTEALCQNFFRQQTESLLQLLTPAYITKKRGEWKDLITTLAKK
# SENP6 block – SENP6 protease inhibitors, primary screen, biochemical, luminescence, uHTS. Recombinant SENP6 catalytic domain, aminoluciferin luminescence. inhibition, % at 10 µM. 330,000 compounds, 1.8% hits;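 active means inhibition above about 50% at the single tested dose, limit read from the data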;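 further: plate controls were DMSO wells with enzyme for no effect and DMSO wells lacking enzyme for full effect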
# SENP8 block-2 – human SENP8 protease inhibitors, primary screen, biochemical, fluorescence, Nedd8 protein substrate, uHTS; Sentrin-specific protease 8 (Homo sapiens), Q96LD8; recombinant SENP8; inhibition, % at 20 µM; 360,000 compounds, 0.64% hits; AID 602440, 2012; in the data active means inhibition mostly above about 40%, no sharp cut-off; inactive means mostly below about 27%
# HKDC1 inh – HKDC1 hexokinase inhibitors, primary screen, biochemical, fluorescence, uHTS. Q2TB90. recombinant HKDC1, G6PDH/diaphorase resazurin coupled fluorescence. inhibition, % at 20 µM. 340,000 compounds, 0.16% hits;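 active means inhibition above about 35% when tested at 20 µM, limit read from the data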;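 further: plate controls were DMSO wells with enzyme for no effect and DMSO wells lacking enzyme for full effect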
#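 Material – in-house recombinant HK5 (HKDC1) enzyme · Quantity – HKDC1 at 5 µg/mL · Buffer or medium – pH 8.0 Tris buffer with 10 mM MgCl2 · Reagent – glucose with 1 mM ATP · Dosing – single 20 µM dose · Times – reaction time 90 min, room temperature, protected from light · Technique – resorufin fluorescence at 613 nm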
# * hit, by the source's call; nt = not tested or not shown.
SMILES,SENP1 inh,beta cell repl,UBC13 inh,PfGluPho inh,SENP7 block,SENP8 block-1,SENP6 block,SENP8 block-2,HKDC1 inh
BrC(=C\c1ccccc1)/C=N/N1CCN(Cc2ccccc2)CC1,1,-5,-6,16,1,-12,5,18,3
COc1cccc(/C=C/C(=O)OCC(=O)NCCC2=CCCCC2)c1,0,-3,1,-10,0,4,17,-363,6
O=c1c(Cc2ccc(F)cc2)c(O)ccn1CC1CCCO1 (stereo not drawn),1,-2,6,-10,-3,-6,13,18,-6
NS(=O)(=O)c1ccc(CNC(=S)Nc2ccc(F)c(Cl)c2)cc1,0,0,6,34,0,8,5,15,-4
O=C(Cc1ccccc1)Nc1c(C(=O)N2CCCCCC2)cnn1-c1ccccc1,-1,1,-12,-8,-4,-8,-4,7,-3
CC(C)Cn1c2c(c(O)c(C(=O)Nc3nccs3)c1=O)CCCC2,-3,-6,-16,-25,-4,2,-8,-2,7
O=C(Nc1cccc(F)c1)C1CCCN(S(=O)(=O)c2cnc[nH]2)C1 (stereo not drawn),-2,2,1,0,3,-5,-12,6,-3
O=C(O)CCN1C(=O)C2C3C=CC(C3)C2C1=O (stereo not drawn),-1,-1,-1,6,12,1,-8,14,-4
Cc1ccccc1/C=C\c1nc2ccccc2c(=O)n1Cc1ccccc1,-1,-3,10,20,10,1,16,-35,1
C#CCOCCOCCOCCNc1nc(N2CCN(C(=O)C([C@@H](C)CC)n3cc(C(N)CO)nn3)CC2)nc(N2CCN(C(=O)[C@H](CCC(=O)O)n3cc(C(N)[C@H](C)CC)nn3)CC2)n1 (stereo partly drawn),nt,-1,0,nt,-2,3,-2,nt,nt
CCOc1ccccc1N(CC(=O)NC1CCCCC1)S(=O)(=O)c1ccc(C)cc1,5,0,-2,-8,5,10,12,16,9
O=C(COC(=O)CN1C(=O)C2CCCCC2C1=O)NNC(=O)c1ccc(Cl)cc1 (stereo not drawn),1,-1,1,-13,-1,8,12,-2,-2
CC1(C)Cc2ccccc2-c2nnc(SCC(=O)N3CCc4ccccc43)n21,0,5,1,-1,-1,4,-3,10,-4
COc1c(C)cc(Br)cc1C(=O)Nc1ccc(Cc2ccncc2)cc1,0,-4,-2,11,-7,-8,-17,-6,-5
CCOC(=O)N1CCC(NC(=O)Cn2cccc2C(=O)c2ccccc2)CC1,0,-4,4,-18,3,-3,-1,22,-12
CCCC(=O)NC(=S)Nc1ccc(NC(=O)C(C)C)c(OC)c1,1,-1,10,-9,-1,-2,-5,16,0
COCCN(C(=O)COC(=O)c1oc2ccc(OC)cc2c1C)c1c(N)n(Cc2ccccc2)c(=O)[nH]c1=O,-10,1,-6,-7,10,1,4,-374,4
CCCNC(=O)c1nn2cc(Br)cnc2c1Br,3,-1,3,-7,10,0,-12,10,-1
Cc1cccc(NC(=O)c2cc(-c3cc(C)cc(C)c3O)n[nH]2)c1,-2,-7,4,-1,5,-10,15,6,-1
O=[N+]([O-])c1ccc(S(=O)(=O)N2CCN=C2SCc2cccnc2)cc1,1,0,-9,-18,-7,-10,-2,21,3
CCCCN1CN=C(Nc2nc3ccccc3o2)NC1,0,-3,-18,-12,-8,-1,-11,9,11
COc1ccccc1N1CCN(C(=O)c2ccc(NC(C)=O)cc2)CC1,2,-2,-1,-1,-2,4,6,22,-4
CCC(=O)NC(NC(=O)CC)C(Cl)Cl,2,-2,6,-13,-9,3,-6,8,1
O=c1[nH]c2cc3c(cc2cc1CN(CCN1CCOCC1)C(=S)NCC1CCCO1)OCO3 (stereo not drawn),-2,0,2,-1,4,-2,-13,-370,-8
COc1ccc(-n2c(N3CCN(C)CC3)nc3sc4c(c3c2=O)CCCCC4)cc1,0,-6,-1,-1,-3,-18,-8,-2,4

# Next section
SMILES,SENP1 inh,beta cell repl,UBC13 inh,PfGluPho inh,SENP7 block,SENP8 block-1,SENP6 block,SENP8 block-2,HKDC1 inh
O=C(COc1ccccc1)Nc1ccccc1C(=O)NCc1ccco1,-3,3,-4,-2,-12,-8,-13,-4,-1
O=C(c1cc2nc(C3CC3)cc(C(F)(F)F)n2n1)N1CCCC1,2,3,-2,-7,2,-4,-2,-2,-6
O=C(COc1ccc(Br)cc1)NCCNC(=O)c1cccnc1,0,0,-5,7,-2,0,-5,5,-4
COc1ccc(C2C(C#N)=C(N)Oc3c2c(C)nn3-c2ccccc2)cc1Cn1nc(C)c([N+](=O)[O-])c1C (stereo not drawn),0,-1,-49,-1,16,-7,-2,33,2
O=C(c1ccccc1)c1ccc(OCC(O)CNC2CCCc3ccccc32)cc1 (stereo not drawn),0,-2,25,2,-3,-8,8,14,5
O=C(Oc1cccc(NC(=O)c2cccs2)c1)c1cccc(S(=O)(=O)N2CCCC2)c1,-2,-2,6,6,-3,-8,-6,22,-3
CCCN1CCN(C(=O)Nc2cccc(C(F)(F)F)c2)CC1,3,1,3,-7,4,1,-12,-2,-9
COc1ccc(-n2c(N)c(C(=O)NCc3cccnc3)sc2=S)cc1,2,-4,10,18,5,8,14,12,-10
N#C/C(=C\Nc1ccc(Cl)cc1)S(=O)(=O)c1ccccn1,2,4,-4,1,-1,4,3,18,0
CC1(O)CC(C)(C)C(C#N)C(=O)N1 (stereo not drawn),2,nt,nt,10,nt,nt,nt,4,-7
Cc1ccccc1NC(=O)CSc1nnc(-c2ccco2)c(-c2ccco2)n1,15,0,-6,33,5,8,7,42*,15
NC(=O)c1nsc(C(=O)N(c2ccc(F)cc2)C(C(=O)NCC2CCCO2)c2c[nH]c3ccccc23)c1N (stereo not drawn),-11,-2,63*,-3,-34,-15,-19,-313,5
Cc1ccc(-c2nnn(CC(=O)N(Cc3ccco3)C(C(=O)NC(C)(C)C)c3ccncc3)n2)o1 (stereo not drawn),-3,-1,-3,2,-1,-5,-13,-121,-5
CC(C)(C)N1C(=O)c2ccc(C(=O)Nc3ccc(O)cc3)cc2C1=O,-10,-2,6,9,1,2,-1,11,-6
O=C(CCC(=O)OCC(=O)c1ccc(Cl)cc1Cl)Nc1cccc2cccnc12,3,3,-1,-12,-6,-2,-12,6,3
Cc1c(C)c2ccc(OC(C)C(=O)NCc3ccccn3)cc2oc1=O (stereo not drawn),-2,-1,6,-15,3,2,9,-375,-3
COc1ccc(-c2nc(NC(=O)c3nc4nccc(C)n4n3)sc2C)cc1,1,2,-22,-17,-9,-4,-38,-28,-7
Cc1ccc(NC(=S)N/N=C2/CCCc3c(C)cc(C)cc32)cc1,0,-2,-6,-5,6,-4,5,-9,-5
O=C(Cc1coc2cc(O)ccc12)NNC(=O)c1cccs1,-16,-1,1,-13,-10,-13,-5,-12,-3
CC(=O)c1ccccc1NC(=O)CC1(CC(=O)O)CCCCC1,2,-3,7,-9,-4,1,-12,5,5
Cc1ccc2nc(C)cc(C(=O)N3CCCC(CO)(Cc4ccccc4C)C3)c2c1 (stereo not drawn),-2,1,1,4,-2,8,-12,-2,-11
COc1ccccc1C(=O)NCCC(=O)NC1CCCCC1C (stereo not drawn),0,5,-2,-8,13,-18,-8,2,-1
CCOC(=O)N[C@H](Cc1c[nH]c2ccccc12)C(=O)NC1CC1,1,-1,1,12,-2,-8,-12,18,-1
CCOC(=O)Cn1cc(/C=C/[N+](=O)[O-])c2ccccc21,-4,-2,-3,12,7,-8,-7,-6,1
COc1cccc(NC(=O)CN2C(=O)C(=O)N(C3CCCC3)C2=O)c1,-2,-1,-2,-14,6,1,14,2,-3

# Four entries from above, ordered by molecular weight, descending.
SMILES,SENP1 inh,beta cell repl,UBC13 inh,PfGluPho inh,SENP7 block,SENP8 block-1,SENP6 block,SENP8 block-2,HKDC1 inh
O=C(Oc1cccc(NC(=O)c2cccs2)c1)c1cccc(S(=O)(=O)N2CCCC2)c1,-2,-2,6,6,-3,-8,-6,22,-3
Cc1ccc(NC(=S)N/N=C2/CCCc3c(C)cc(C)cc32)cc1,0,-2,-6,-5,6,-4,5,-9,-5
COc1ccccc1C(=O)NCCC(=O)NC1CCCCC1C (stereo not drawn),0,5,-2,-8,13,-18,-8,2,-1
CCCN1CCN(C(=O)Nc2cccc(C(F)(F)F)c2)CC1,3,1,3,-7,4,1,-12,-2,-9

# Remaining list, next part:
SMILES,SENP1 inh,beta cell repl,UBC13 inh,PfGluPho inh,SENP7 block,SENP8 block-1,SENP6 block,SENP8 block-2,HKDC1 inh
COc1cccc(CNc2ccc(F)c(Cl)c2)c1O,0,-2,14,11,1,-16,-10,11,-3
CC(C)(C)S(=O)(=O)c1ccc(S(=O)(=O)C(C)(C)C)s1,nt,-1,-13,nt,9,-11,-3,nt,nt
Cc1cccc(C)c1NC(=O)Nc1ccc2c(c1)OCO2,0,5,0,5,6,-3,4,23,-7
COC(=O)[C@H](C)NC(=O)Nc1ccccc1C(F)(F)F,2,2,-10,-7,-8,-6,-10,12,-12
Cc1noc(NS(=O)(=O)c2ccc(N/C=C\C(=O)c3cccc4ccccc34)cc2)c1C,-98,0,-8,-8,-1,-1,5,-66,-4
CCc1cccc(NC(=O)NC(=O)Cn2nnc(C(=O)OC)c2C(=O)OC)c1,2,0,2,-4,2,-2,-7,5,-9
Cc1cccc(-n2cnc3sc(C)c(C)c3c2=O)c1,0,0,5,6,1,-13,6,7,-4
O=C(Nc1nccs1)c1cc(-c2ccncc2)nc2ccccc12,9,2,-8,7,-9,-14,-8,5,-8
CC(C)C1(c2ccsc2)NC(=O)NC1=O (stereo not drawn),0,nt,nt,3,nt,nt,nt,5,-11
CCC(Sc1nc2cc(OC)c(OC)cc2c(=O)n1CCc1ccc(S(N)(=O)=O)cc1)C(=O)NCCOC (stereo not drawn),0,-3,-6,-7,0,3,-5,18,18
CCCC(C)NC(=O)/C=C/c1cccc([N+](=O)[O-])c1 (stereo not drawn),3,2,0,6,-6,-6,-2,22,3
C/C(CC(=O)Nc1cccc(C(F)(F)F)c1)=N\NC(=O)c1cnccn1,1,0,6,-11,2,3,-12,9,-3
O=C(CCn1c2c(c3ccccc31)CCCC2)NNC(=O)c1ccccc1Cl,-5,-2,-10,-23,0,2,6,-8,15
NS(=O)(=O)c1ccc(CCNC(=O)c2ccc(Cl)nc2)cc1,-2,-3,1,-6,6,7,1,10,-2
O=C(CN1CCOCC1)Nc1ccccc1NC(=O)C1CCN(c2ncccn2)CC1,0,2,13,-6,5,3,6,-45,1
Cc1noc(C)c1S(=O)(=O)N(CC(=O)NCc1ccc2c(c1)OCO2)c1ccc(C(C)C)cc1,4,-5,4,13,1,5,-3,4,0
O=C(CCl)c1cc2c3c(c1)CC(=O)N3CCC2,-2,-4,3,-5,1,3,3,-6,4
CN(C)CCCNC(=O)C(=O)NCC(c1cccs1)S(=O)(=O)c1ccc(F)cc1 (stereo not drawn),-5,-4,10,3,4,5,3,18,1

# Structures listed so far marked active in UBC13 inh.
SMILES	SENP1 inh	UBC13 inh	PfGluPho inh	SENP7 block	SENP8 block-1	SENP6 block	HKDC1 inh
NC(=O)c1nsc(C(=O)N(c2ccc(F)cc2)C(C(=O)NCC2CCCO2)c2c[nH]c3ccccc23)c1N (stereo not drawn)	-11	63*	-3	-34	-15	-19	5

# Screens deposited in PubChem by Sanford-Burnham Center for Chemical Genomics.
